# Bioassay records (PubChem)
# proCasp7 act: procaspase-7 activators, primary screen, counter-screen for procaspase-3 activator project, biochemical, absorbance, HTS, human; Caspase-7 (Homo sapiens), P55210; recombinant procaspase-7, Ac-DEVD-pNA absorbance 405 nm; D23A/D198A/D206A triple mutant, cannot self-cleave; scale: DMSO 0, 5 µM enzyme 100; activation, % at 8.5 µM; actives 0.093% (n = 330,000);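 active = percent activation above the screen-wide mean plus 3 SD, cut at about 25% in these data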
#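 signal = Epi-absorbance of released pNA at 405 nm, two timepoints | assay system = Uncleavable procaspase-7 mutant enzyme | reagent = Ac-DEVD-pNA substrate, 400 µM as added | times = 1 h enzyme–compound preincubation and 2 h substrate reaction, both 25 °C | benchmarks = low DMSO alone, high DMSO plus 5 µM PC-7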
# JMJD2C inh: inhibitors of GASC-1 histone demethylase, primary screen, biochemical, fluorescence, DELFIA europium; Lysine-specific demethylase 4C (Homo sapiens), Q9H3R0; GST-JMJD2C(1-420) H3K9me3 demethylation; actives 0.069% (n = 330,000); AID 2099, 2009; inhibition, % at 2.35 µM;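 active = more than half of a compound's replicate wells show inhibition beyond 50%, single wells judged on their own value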;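 also: signal counts dimethyl H3K9 product captured on neutravidin plate; 0% = median of DMSO wells and 100% = 0.3 times that DMSO median; strong numbers were not always called active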
# PP5 inh: PP5 phosphatase inhibitors, primary screen, biochemical, fluorescence; Serine/threonine-protein phosphatase 5 (Homo sapiens), P53041; purified PP5c, OMFP substrate fluorescence; inhibition, % at 6.7 µM; actives 0.18% (n = 320,000); AID 1987, 2009;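 active = inhibition above the campaign's mean inhibition across all tested compounds plus 3 SD, cut at about 9.5% in these data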;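 also: 0% = DMSO only and 100% = 100 µM cantharidin control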
# Target sequence (P53041 whole entry, looked up): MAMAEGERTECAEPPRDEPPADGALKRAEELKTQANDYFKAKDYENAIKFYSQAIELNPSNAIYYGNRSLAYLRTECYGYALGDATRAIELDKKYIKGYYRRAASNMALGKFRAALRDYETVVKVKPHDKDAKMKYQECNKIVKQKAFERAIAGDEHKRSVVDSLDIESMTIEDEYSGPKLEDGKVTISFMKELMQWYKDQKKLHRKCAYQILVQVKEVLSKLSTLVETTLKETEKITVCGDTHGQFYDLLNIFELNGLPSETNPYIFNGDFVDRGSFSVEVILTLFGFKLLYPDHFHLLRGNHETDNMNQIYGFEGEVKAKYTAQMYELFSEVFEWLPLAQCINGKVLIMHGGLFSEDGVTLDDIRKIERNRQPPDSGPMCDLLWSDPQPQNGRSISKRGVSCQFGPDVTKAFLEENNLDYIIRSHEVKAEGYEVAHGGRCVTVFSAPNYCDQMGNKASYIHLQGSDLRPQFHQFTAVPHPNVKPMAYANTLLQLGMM
# VLA-4 inh: inhibition in human VLA-4 binding assay, primary screen, VLA-4 allosteric modulator project, MLPCN library, flow cytometry, VLA-4 expressing cells. AID 2557, 2010. ligand binding flow cytometry. inhibition, % (about 7 µM as worked out from the volumes in the protocol). Integrin alpha-4 (Homo sapiens), P13612. actives 0.2% (n = 330,000); in the data active = inhibition above about 50%
# PP1 inh: PP1-alpha phosphatase inhibitors, primary screen, counter-screen for PP5 inhibitor project, biochemical, fluorescence, OMFP substrate, single point; purified PP1alpha; actives 0.9% (n = 320,000); AID 2235, 2010; inhibition, % at 6.7 µM;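 active = inhibition above the mean inhibition of all tested compounds plus 3 SD, computed separately for each screening campaign, cut at about 15% in these data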
# procasp3 activ: activators of human procaspase-3 D3A mutant, primary screen, biochemical, absorbance, PC-3 D3A mutant, single concentration | Caspase-3 (Homo sapiens), P42574 | recombinant procaspase-3 D3A, Ac-DEVD-pNA absorbance 405 nm | activation, % at 8.5 µM | actives 0.11% (n = 330,000) | AID 463141, 2010;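 active = activation above the mean of all tested compounds plus 3 SD, cut at about 21% in these data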;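 also: 0% = DMSO alone and 100% = DMSO wells spiked with extra 5 µM PC-3 D3A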
# Target sequence (P42574 whole entry D9A/D28A/D175A): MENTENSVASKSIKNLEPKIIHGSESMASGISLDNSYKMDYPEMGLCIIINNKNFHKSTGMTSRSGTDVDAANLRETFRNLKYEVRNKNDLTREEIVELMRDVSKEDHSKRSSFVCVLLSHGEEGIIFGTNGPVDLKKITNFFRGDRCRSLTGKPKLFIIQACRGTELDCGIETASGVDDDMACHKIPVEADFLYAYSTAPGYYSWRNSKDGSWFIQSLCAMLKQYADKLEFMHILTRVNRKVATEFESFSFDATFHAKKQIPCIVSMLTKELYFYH
#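 Compound: 8.5 µM single point, 0.8% DMSO / Material: Autoprocessing-dead procaspase-3 D3A mutant enzyme / Timing: 1 h preincubation plus 2 h reaction at 25 °C / Medium: Zinc-free HEPES/NaCl buffer with 0.01% Triton X-100 at pH 7.4 / Technique: 405 nm absorbance of p-nitroaniline, reads at 0 and 120 min / Repeats: one well per compound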
# Fh CTSL1 inh: Fasciola hepatica cathepsin L1 inhibitors, primary screen, counter-screen for PFM18AAP inhibitor project, biochemical, QFRET, fluorogenic peptide substrate; recombinant F. hepatica cathepsin L1, Z-Leu-Arg-MCA fluorescence; inhibition, % at 5.96 µM; actives 0.49% (n = 300,000);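 active = inhibition above the mean of all tested compounds plus 3 SD, set per screening campaign, cut at about 17% in these data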;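 also: 0% = plate median of test compound wells and 100% = 1 µM Z-Phe-Ala-diazomethylketone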
# HCV core dimer: inhibitors of HCV core protein dimerization, primary screen, biochemical, TR-FRET, high-throughput | actives 0.33% (n = 300,000) | inhibition, % at 5 µM | AID 1899, 2009 | TR-FRET GST/Flag-core106 dimerization, 1536-well;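 active = inhibition above the mean of all tested compounds plus 3 SD, set per screening campaign, cut at about 45% in these data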
#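 Assay system – GST-tagged and Flag-tagged HCV core protein residues 1-106 · Quantity – core106 proteins, GST 13.5 nM and Flag 17 nM · Benchmarks – unlabelled core106 and no-GST-core106 wells · Read-out basis – percent inhibition of core106 dimerization signal · Detection – time-resolved FRET, ex 340 nm, em 617 and 671 nm · Schedule – 4 h at 22.5 °C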
# GRK2 inh: compounds blocking aptamer binding on GRK2 – biochemical, human GRK2, bead flow cytometry, HTS, primary screen | inhibition of aptamer binding, % at 10 µM | FAM-aptamer displacement from GRK2 | actives 0.59% (n = 330,000) | Beta-adrenergic receptor kinase 1 (Homo sapiens), P25098;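 active = inhibition of aptamer binding above 40%, roughly 3 SD of noise, on plates passing a quality check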;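 also: median bead fluorescence of bound FAM aptamer so fluorescent compounds give negative values; no value below 0 was filed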
# Starred values were filed as active, the others as inactive; . = no result given; & = joins results of further samples.
SMILES	JMJD2C inh	PP1 inh	Fh CTSL1 inh	GRK2 inh	proCasp7 act	PP5 inh	HCV core dimer	procasp3 activ	VLA-4 inh
O=C(C1CCN(c2ncnc3c2nc2n3CCCCC2)CC1)N1CCN(c2ccccc2F)CC1	6.7	1.3	0.0	0.0	0.5	0.5	6.3	11.6	1.9
CCC(C)NC(=O)c1ccccc1-c1nc2ccccc2[nH]1 (centres undefined)	-5.5	-1.2	-1.5	1.0	9.7	0.1	11.0	2.3	8.1
O=C(COC(=O)C1CCCC1)Nc1cccc(Cl)c1Cl	5.8	.	.	0.0	-2.9	.	.	7.2	0.3
CCCc1cc(=O)[nH]c(SCC(=O)N(C)Cc2ccccc2)n1	37.6	-2.7	2.1	4.0	9.2	1.4	-7.7	2.0	-6.8
COc1ccc(NC(=O)CSc2nnc(-c3cnccn3)n2C)cc1OC	13.3	-3.7	1.9	0.0	2.2	-2.6	-7.8	-6.4	-6.1
CC1Cc2ccccc2N1C(=O)C12CCC(C)(C(=O)C1)C2(C)C (centres undefined)	3.1	3.0	-0.4	5.0	7.8	2.1	-0.1	7.8	28.0
CCc1ccc2oc(=O)cc(CN3CCOCC3)c2c1	47.6	-4.3	-0.3	0.0	0.9	2.3	0.8	-2.6	13.8
Cn1ccnc1C(=O)c1cc(=O)c2ccccc2o1	5.5	-4.3	-1.3	1.0	1.3	0.9	4.8	0.1	2.7
CCN(CC)CC(O)CCCCCCCCC(=O)OC (centres undefined)	4.9	-3.4	1.7	0.0	0.0	-0.7	-1.5	0.3	18.9
Cc1cc(Nc2ccccc2)nn1C(=O)c1ccc(Cl)cc1	-0.5	-1.6	-1.6	0.0	6.2	3.8	-11.0	2.8	-13.1
CCn1c(=O)c(CCC(=O)NCCN2CCOCC2)c(C)c2c(C)nn(-c3cccc(C)c3)c21	-0.6	7.4	0.2	1.0	-3.5	4.7	-16.9	8.8	12.5
C[C@H](CO)N1C[C@H](C)[C@@H](CN(C)Cc2ccc(Cl)c(Cl)c2)Oc2c(NC(=O)Cc3ccccc3)cccc2C1=O	-5.7	.	.	0.0	-11.8	.	.	-3.0	-14.6
COc1ccccc1N1CCN(Cc2cc(=O)c(OCC(=O)Nc3ccccc3)co2)CC1	-13.3	-4.2	2.2	0.0	5.3	1.1	-0.2	5.4	2.9
Cc1cc(Cl)c(S(=O)(=O)Nc2ccon2)cc1OCC(=O)NC1CCCCC1	-4.3	-1.2	0.2	0.0	8.6	-0.5	11.5	7.0	9.1
O=C(O)c1ncc(Cl)c(Cl)c1Cl	-13.1&2.7	-2.3&-1.9	-5.5&7.7	0.0&0.0	0.4&8.5	2.0&-1.9	0.0&-2.2	0.0&5.2	-3.5&4.0
O=C(CSc1nc2ccccc2nc1SCC(=O)N1CCCCC1)N1CCCCC1	5.5	3.5	3.4	5.0	2.0	3.9	8.5	5.4	5.0
O=C(COC(=O)c1ccc2c(c1Cl)C(=O)c1ccccc1C2=O)NC1CC1	1.5	-3.9	0.0	1.0	-1.3	0.4	41.6	1.6	-9.3
Cc1nnc(NC(=O)CN2CCN(Cc3ccc(F)cc3Cl)CC2)s1	-17.5	-1.0	-1.6	2.0	-3.9	-2.7	8.3	-0.7	14.3
CSc1ccc(CN2CCN(C(C)C)C(CCO)C2)cc1 (centres undefined)	-35.1	-1.3	-0.7	91.0*	4.0	1.9	9.4	-0.3	3.6
C[C@H](NC(=O)OC(C)(C)C)C(=O)N/N=C/c1cccc2nccnc12	.	0.4	-2.0	2.0	-12.9	0.2	2.4	2.2	-5.9
O=C(Nc1ccc(F)cc1F)c1cc2ncc(CCCl)cn2n1	-0.5	-3.5	-0.9	0.0	0.4	2.4	3.7	-0.2	11.6
CCc1nc(C)ccc1OCC(=O)N1CCc2c([nH]c3ccccc23)C1c1ccccn1 (centres undefined)	-10.5	-1.5	-0.3	0.0	2.3	0.8	-1.3	-1.2	-2.1
CC(C)c1cc(=O)n2[nH]c(N)nc2n1	-0.3	-2.6	-3.0	3.0	1.0	1.5	-2.9	-11.8	5.1
COc1ccccc1NC(=O)Cn1cnc2sc(C)c(S(=O)(=O)N3CCCCC3)c2c1=O	2.7	-1.2	2.8	0.0	-3.3	-0.1	-3.8	1.5	17.1
Cc1noc(C)c1S(=O)(=O)N(CC(=O)N1CCc2ccccc21)c1ccc(C(C)C)cc1	3.4	-3.0	0.0	0.0	-5.7	0.1	-2.1	5.1	-22.3

# Three of these compounds, set out differently.
# The line under a structure holds: JMJD2C inh, PP1 inh, Fh CTSL1 inh, GRK2 inh, proCasp7 act, PP5 inh, HCV core dimer, procasp3 activ, VLA-4 inh
C[C@H](NC(=O)OC(C)(C)C)C(=O)N/N=C/c1cccc2nccnc12
    ., 0.4, -2.0, 2.0, -12.9, 0.2, 2.4, 2.2, -5.9
O=C(Nc1ccc(F)cc1F)c1cc2ncc(CCCl)cn2n1
    -0.5, -3.5, -0.9, 0.0, 0.4, 2.4, 3.7, -0.2, 11.6
CCc1nc(C)ccc1OCC(=O)N1CCc2c([nH]c3ccccc23)C1c1ccccn1 (centres undefined)
    -10.5, -1.5, -0.3, 0.0, 2.3, 0.8, -1.3, -1.2, -2.1

# Further structures
SMILES	JMJD2C inh	PP1 inh	Fh CTSL1 inh	GRK2 inh	proCasp7 act	PP5 inh	HCV core dimer	procasp3 activ	VLA-4 inh
CC(C)CN1CCN(Cc2cccc3ncccc23)CC1CCO (centres undefined)	-4.1	-0.6	-2.7	1.0	8.4	0.1	2.7	-1.6	5.5
O=c1[nH]ncc(NCc2ccc(Cl)cc2)c1Cl	33.0	-2.4	3.1	0.0	1.3	0.5	-1.6	4.7	10.0
CCCC(=O)Nc1nnc(SCC(=O)NCc2cccs2)s1	-23.5	-3.4	-2.6	6.0	8.2	1.0	-0.5	-1.4	-2.5
COc1cc2cc(CCO)oc(=O)c2cc1OC	4.2	.	.	0.0	6.0	.	.	4.9	7.3

# Grouped by structure, those above with a thiophene ring, fused or not
SMILES	JMJD2C inh	PP1 inh	Fh CTSL1 inh	GRK2 inh	proCasp7 act	PP5 inh	HCV core dimer	procasp3 activ	VLA-4 inh
COc1ccccc1NC(=O)Cn1cnc2sc(C)c(S(=O)(=O)N3CCCCC3)c2c1=O	2.7	-1.2	2.8	0.0	-3.3	-0.1	-3.8	1.5	17.1
CCCC(=O)Nc1nnc(SCC(=O)NCc2cccs2)s1	-23.5	-3.4	-2.6	6.0	8.2	1.0	-0.5	-1.4	-2.5
